CXCR6 block = inhibitors of human CXCR6 receptor | O00574 | CHO-K1 PathHunter CXCR6 beta-arrestin, luminescence | inhibition, % at 20 µM | hit rate 0.36% among 360,000; in the data active = inhibition above about 34%, passing the limit was not always enough;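 also: antagonist mode with CXCL16 agonist at 10 nM final; 0% = 10 nM CXCL16 with DMSO and 100% = unstimulated wells without agonist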
EBI2 block = antagonists of human EBI2 receptor; EBI2 beta-arrestin recruitment, luminescence, 7a,25-OHC stimulated; inhibition, % at 5 µM; hit rate 0.81% among 360,000; in the data active = inhibition above about 38%;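 also: enzyme fragment complementation signal reports receptor beta-arrestin coupling in cells; 0% = agonist plus DMSO wells and 100% = wells without agonist; some results beyond the cut were filed as inactive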
Target sequence (P32249 whole entry, looked up, the tested form may be a part): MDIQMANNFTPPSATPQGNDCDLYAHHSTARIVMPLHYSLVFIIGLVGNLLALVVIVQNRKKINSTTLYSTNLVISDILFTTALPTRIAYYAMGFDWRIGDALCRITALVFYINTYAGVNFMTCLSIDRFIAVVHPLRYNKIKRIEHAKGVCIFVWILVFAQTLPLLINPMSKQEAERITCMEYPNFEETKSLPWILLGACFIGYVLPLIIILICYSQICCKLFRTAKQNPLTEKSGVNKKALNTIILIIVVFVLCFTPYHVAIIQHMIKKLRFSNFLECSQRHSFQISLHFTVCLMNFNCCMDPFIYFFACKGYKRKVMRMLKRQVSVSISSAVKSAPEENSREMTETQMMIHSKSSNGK
ATG4B inh = ATG4B (human) cysteine protease inhibition; Q9Y4P1; ATG4B cleavage of LC3-PLA2, NBD-HPC fluorescence, 1 h; inhibition, % at 8.33 µM; hit rate 0.51% among 340,000; in the data active = inhibition above about 40%
APJ antagonist = antagonists of human APJ apelin receptor. P35414. CHO-K1 APJ beta-arrestin complementation, luminescence. inhibition, % at 20 µM. hit rate 0.32% among 330,000. AID 2521;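 active = inhibition above about 40% at 20 µM, limit read from the data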;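 also: cells challenged with 10 nM apelin-13 agonist together with compound; plate controls were apelin-13 plus DMSO wells for no effect and DMSO wells lacking apelin-13 for full effect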
Target sequence (P35414 whole entry, looked up): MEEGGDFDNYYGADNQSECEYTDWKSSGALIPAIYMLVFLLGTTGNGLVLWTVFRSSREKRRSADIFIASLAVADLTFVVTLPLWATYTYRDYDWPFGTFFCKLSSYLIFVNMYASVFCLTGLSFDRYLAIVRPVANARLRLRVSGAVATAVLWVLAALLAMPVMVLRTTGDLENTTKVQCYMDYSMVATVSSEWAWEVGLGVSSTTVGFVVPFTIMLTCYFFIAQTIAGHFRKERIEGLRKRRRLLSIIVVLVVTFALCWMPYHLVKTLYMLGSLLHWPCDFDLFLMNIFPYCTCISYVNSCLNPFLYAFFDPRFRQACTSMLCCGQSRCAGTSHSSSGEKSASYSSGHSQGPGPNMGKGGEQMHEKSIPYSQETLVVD
Gli-Sufu antag = blocks Gli-Sufu signaling in a luciferase reporter. Sufu-KO-LIGHT fibroblasts, Gli luciferase reporter luminescence. inhibition, % at 5 µM. hit rate 0.74% among 340,000. AID 588413;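 active = inhibition above about 55%, limit read from the data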;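 also: 0% = DMSO-treated cells and 100% = wells with medium but no cells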
APJ ag = activates the human apelin receptor APJ; activation, % at 20 µM; P35414; hit rate 0.11% among 330,000; AID 2520; CHO-K1 APJ PathHunter beta-arrestin, luminescence; 0% DMSO wells, 100% apelin;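 active = activation more than six SD over the plate average, tested at 20 µM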;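 also: 0% = DMSO alone and 100% = apelin-13 at 10 nM; some results filed as inactive read as strong as hits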
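Test system: CHO-K1 APJ beta-arrestin complementation cell line | Compound: Single test compound dose, 20 µM final, 1% DMSO | Incubation: Compound 90 min 25 °C, reagent 1 h | Measured by: beta-gal luminescence | Read-out basis: APJ–arrestin association signal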
UBC13 inh = blocks human UBC13 polyubiquitin chain formation; TR-FRET; inhibition, % at 20 µM; P61088; hit rate 0.47% among 330,000; in the data active = inhibition above about 45%, passing the limit was not always enough
Target sequence (P61088 whole entry, looked up): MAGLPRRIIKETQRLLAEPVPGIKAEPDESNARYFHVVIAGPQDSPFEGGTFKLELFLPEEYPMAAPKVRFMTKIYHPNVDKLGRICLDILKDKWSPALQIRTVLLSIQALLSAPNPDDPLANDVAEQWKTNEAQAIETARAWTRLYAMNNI
CCR6 antag = blocks CCL20-driven beta-arrestin recruitment at human CCR6; inhibition, % at 20 µM; CHO-K1 CCR6 PathHunter beta-arrestin, luminescence, CCL20-stimulated; P51684; hit rate 0.49% among 340,000;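 active = compounds whose inhibition of the agonist-driven luminescence signal at 20 µM reaches about 50%, limit read from the data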;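 also: cells stimulated with CCL20 at 14 nM final; plate controls were DMSO with CCL20 for no effect and DMSO without agonist for full effect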
* = called active by the depositor; x = not tested or not shown.

SMILES	CXCR6 block	EBI2 block	ATG4B inh	APJ antagonist	Gli-Sufu antag	APJ ag	UBC13 inh	CCR6 antag
Cc1cc(NC(=O)c2cc3n(n2)C(C(F)(F)F)CC(c2ccco2)N3)no1 (centres undefined)	-5	-12	-12	1	-1	7	4	7
Cc1nn(-c2cc(C(F)(F)F)ccc2Cl)c2nc(C(Cl)(Cl)Cl)[nH]c(=O)c12	6	1	7	-4	-6	0	-7	-7
O=C(CCc1ccccc1)NNC(=O)c1ccncc1	4	-2	-7	1	1	-2	6	-6
CN1CCc2cc(O)c(O)cc2C(c2ccccc2)C1 (centres undefined)	-1	-14	1	-4	2	-2	19	1
COCC(=O)Nc1ccc2c(c1)OCC(=O)N2Cc1ccc(C)cc1	0	-1	4	16	-7	-2	-4	12
CCOc1ccc(Br)cc1S(=O)(=O)Nc1ccc(C(=O)Nc2ccc(C)cc2)cc1	-21	56*	8	5	6	1	-4	1
O=C(c1ccco1)N1CCN(C(c2ccccc2F)c2nnnn2Cc2cccs2)CC1 (centres undefined)	1	-6	3	14	-5	1	0	12
NS(=O)(=O)c1ccc(NC(=O)COC(=O)/C(=C/c2cccs2)c2cccs2)cc1	-3	10	-8	11	3	-2	12	22
COc1ccc(Nc2cc3n(c(=O)n2)CCc2cc(OC)c(OC)cc2-3)cc1	-5	1	-8	-8	8	1	-3	10
CCOC(=O)C1(c2csc(N)n2)COC(=O)C1 (centres undefined)	-12	-11	-1	3	-7	4	6	13
O=C(Nc1nc(-c2ccccc2)cs1)c1cccs1	-3	-2	1	-20	-66	-2	14	5
O=C(O)/C=C/c1cnc[nH]1	-7	-1	8	1	13	1	-11	2
O=C(Nc1ccc2c(c1)OCO2)c1ccccc1	-8	1	-14	10	-104	-1	-3	5
COc1ccc(NC(=O)CN(C)C(=O)CCc2c[nH]c3ccccc23)cc1	7	9	-2	-2	3	-1	3	1
CCN(Cc1cc(=O)n2cc(Cl)c(C)c(Cl)c2n1)Cc1nc2ccccc2c(=O)[nH]1	10	1	-3	23	27	0	-1	-9
CC(C)(C)c1ccc(C(=O)NNC(=O)CCc2ccccc2)cc1	7	-1	-6	-1	-1	1	0	2
Cc1ccccc1NC(=O)CN1CCC(NC(=O)Nc2ccccc2)CC1	-6	-1	0	-7	9	11	-3	2
Cc1cccc(C)c1NC(=O)CNC(=O)c1ccccc1	-1	-9	1	-7	-25	4	-8	8
O=C(CSc1nnc(NC(=O)c2ccc(F)cc2)s1)NC1CCCC1	1	-3	-6	15	-52	-1	2	4
Cc1c(OCC(=O)NCCCn2ccnc2)ccc2c3c(c(=O)oc12)CCC3	-8	5	7	25	-4	-2	-5	-11
O=C(c1ccncc1)N1N=C(c2ccc(Br)cc2)CC1c1ccccc1O (centres undefined)	-10	16	-9	18	-19	-1	1	5
O=C1c2ccccc2C(=O)N1CCCOc1ccccc1	-6	1	11	14	-30	-3	7	12
CC(C)C(=O)NC(c1ccco1)c1c(O)ccc2ccccc12 (centres undefined)	3	1	-4	14	-3	-5	-5	1
O=C(Nc1cc(Cl)ccc1N1CCOCC1)c1ccc(=O)[nH]c1	-2	2	-10	7	7	0	12	2
CC(=O)CCc1c(C)nc2ccc(C(=O)O)cc2c1Cl	7	6	-7	-5	-2	0	-1	9
Cc1cc(C)n(CC2CC(=O)N(c3ccc(Cl)c(Cl)c3)C2=O)n1 (centres undefined)	-2	-11	-8	1	-1	-5	-3	-10
CCOC(=O)COc1c(Cl)cc(C2NC(=S)NC(c3ccccc3)=C2C(C)=O)cc1OC (centres undefined)	-5	-20	-5	6	3	3	2	-14
COc1ccc(N(C(=O)Cn2nnc(-c3ccc(F)cc3)n2)C(C)C(=O)NC2CCCC2)cc1 (centres undefined)	8	22	-4	27	6	-2	5	14
O=S(=O)(c1ccc(-n2cnnn2)cc1)N1CCNCC1	-6	-16	-14	-9	-6	4	9	-2
COc1ccc(C2COC(=O)C2=N)c(NC(=O)c2ccc(Cl)cc2)c1 (centres undefined)	5	-1	-5	-7	5	-2	-4	-4
CC/C(O)=C1\C(=O)CCCC1=NCc1nc2ccccc2[nH]1	7	0	4	-6	-14	0	-2	-1
CCOC(=O)c1c(C(=O)OCC)c(C)n(Cc2cc(OC)c(OC)c(OC)c2)c1C	2	4	-3	-2	6	-1	-3	18
CCN(CC)S(=O)(=O)c1cc(OC)ccc1N=Nc1ccc(O)c2ncccc12	36	3	-1	43*	23	-3	-102	55*
COc1ccc(-c2c(C(F)(F)F)nn(C)c2NC(=O)c2ccco2)cc1	4	1	3	9	1	0	9	-4
COc1ccc(-c2nn(Cc3ccccc3)cc2C(=O)N2CCN(c3ncccn3)CC2)cc1OC	-1	3	3	-6	-1	-3	-7	4
Nc1c(C(=O)Nc2ccc(S(=O)(=O)N3CCCC3)cc2)sc2nc3cc4c(cc3cc12)CCC4	6	-18	6	x	8	x	x	6
Cc1nccn1CCCNC(=O)CC1C(=O)NCCN1Cc1ccc(F)cc1Cl (centres undefined)	2	-13	4	-2	2	-4	0	12
COc1ccc(-c2csc(NC(=O)c3ccc(S(=O)(=O)N4CCc5ccccc5C4)cc3)n2)c(OC)c1	3	6	13	2	25	-2	0	15
O=C(CCN1C(=O)C2CCCCC2C1=O)Nc1nc(-c2ccccc2)cs1 (centres undefined)	-4	-16	-10	-1	-10	-1	-5	13
COc1cccc(C(=O)Oc2ccc3ccc(O)cc3c2)c1	x	x	-9	-2	-2	2	-1	-7

Complete entries as entered above. Values in the order: CXCR6 block	EBI2 block	ATG4B inh	APJ antagonist	Gli-Sufu antag	APJ ag	UBC13 inh	CCR6 antag
COc1ccc(-c2nn(Cc3ccccc3)cc2C(=O)N2CCN(c3ncccn3)CC2)cc1OC as listed: -1	3	3	-6	-1	-3	-7	4
COc1ccc(C2COC(=O)C2=N)c(NC(=O)c2ccc(Cl)cc2)c1 (centres undefined) as listed: 5	-1	-5	-7	5	-2	-4	-4

Going on with the list:
SMILES	CXCR6 block	EBI2 block	ATG4B inh	APJ antagonist	Gli-Sufu antag	APJ ag	UBC13 inh	CCR6 antag
COc1cc(CCC(=O)NCC2CCCO2)cc(OC)c1OC (centres undefined)	6	-4	7	-11	-1	2	-5	6
O=C(Nn1cnnc1)c1cc2c(s1)CCCC2	-2	-3	13	3	-1	-2	-15	8
CCC(=O)NCC(c1cccs1)S(=O)(=O)c1ccc(C)cc1 (centres undefined)	0	2	-2	-21	-4	1	-5	14
CN(C)CCn1c2c(c(SCC(=O)Nc3ccc4c(c3)OCCO4)nc1=O)CCCC2	4	-3	-12	9	10	-5	10	3
CCC(C)(C)NC(=O)C(C)OC(=O)c1nsc(Cl)c1Cl (centres undefined)	-3	-10	-1	-22	-17	-3	7	-23
CCOC(=O)c1ccc(NC(=S)NCC(O)c2ccccc2)cc1 (centres undefined)	3	-16	-3	-11	5	-1	-3	-2
CCc1nnc(NC(=O)C2CCCN(S(=O)(=O)c3ccccc3)C2)s1 (centres undefined)	1	1	0	5	1	-3	-4	-2
O=C(Nc1ccc2c(c1)OCCO2)c1ccncc1	-14	-2	-7	-5	-7	-4	-2	5
Cc1cc(NC(=O)c2c(Cl)cnn2C)no1	2	-10	-6	-9	-1	-5	-5	-9
CCNc1nc(Oc2c(Cl)cccc2Cl)cc(C(F)(F)F)n1	-11	21	1	11	3	-3	-7	30
Cc1ccc(-n2cc(CN(C)Cc3nccn3C)c(-c3ccc(F)cc3)n2)cc1	1	4	-2	2	14	-4	11	0
O=[N+]([O-])c1nn(-c2ccc3c(c2)OCCO3)n(O)c1=NC1CCCCC1	4	-16	-9	-64	-21	18	-33	11
CSCCC(=O)N1C(C)CCCC1C(=O)O (centres undefined)	2	-7	1	6	-2	-2	1	-1
Cn1nccc1C(=O)N1CCN(S(=O)(=O)c2ccc(Br)s2)CC1	-6	-17	0	5	-16	3	2	5
CCOc1ccccc1-n1c(SCC(=O)Nc2nccs2)nnc1-c1ccoc1C	0	3	-11	0	5	-4	6	9
Cc1ccccc1Cn1nc(C)c(NC(=O)c2noc3c2CC(C(C)(C)C)CC3)c1C (centres undefined)	8	22	21	-22	4	-3	-5	4
COc1cc2c(C(=O)Nc3ccccc3F)cn(C)c(=O)c2cc1OC	4	-2	2	-6	3	-2	2	-2
CCC(=O)NNC(=S)NC(=O)c1ccc(C)cc1	8	8	16	19	38	-3	1	21
COc1ccc2cc(CCOC3CCCCO3)ncc2c1 (centres undefined)	-4	2	-11	-4	-74	-1	-6	1
O=C(Nc1cccnc1)c1cc(-c2ccc(Br)cc2)on1	-4	-6	-10	-2	4	-2	-1	-5

Just APJ antagonist, ATG4B inh and EBI2 block (3 entries from above):
smiles | APJ antagonist | ATG4B inh | EBI2 block
O=[N+]([O-])c1nn(-c2ccc3c(c2)OCCO3)n(O)c1=NC1CCCCC1 | -64 | -9 | -16
CCN(CC)S(=O)(=O)c1cc(OC)ccc1N=Nc1ccc(O)c2ncccc12 | 43* | -1 | 3
COc1ccc(N(C(=O)Cn2nnc(-c3ccc(F)cc3)n2)C(C)C(=O)NC2CCCC2)cc1 (centres undefined) | 27 | -4 | 22

The results go on.
SMILES	CXCR6 block	EBI2 block	ATG4B inh	APJ antagonist	Gli-Sufu antag	APJ ag	UBC13 inh	CCR6 antag
O=C1C=C(O)c2cccc(O)c2C1=O	4	-18	-20	-110	-2	-3	-83	4
Cc1nnc(SCc2nnc(-c3cccs3)o2)s1	10	2	2	14	-2	-2	-3	-2
O=C(CSc1ncn[nH]1)Nc1ccc([N+](=O)[O-])cc1Br	-11	-6	6	15	32	-2	-24	7
Cc1nn(C(=O)c2ccc3c(c2)OCO3)c(N)c1-c1ccccc1	-7	3	8	-13	-1	-4	5	11
COc1ccc(/C=C2\SC(=S)N(C(C)C(=O)NC3C=CS(=O)(=O)C3)C2=O)cc1 (centres undefined)	-1	17	-10	10	-3	-4	-4	20
Cc1ccc(/C=N/n2nnnc2N)cc1[N+](=O)[O-]	1	6	-3	6	1	2	4	21
CC1CCc2c(sc(NC(=O)c3ccccc3C(=O)O)c2C#N)C1 (centres undefined)	-1	-9	4	9	1	-4	-9	-6
CC(NC(=O)C1CC12CCC2)c1ccccc1 (centres undefined)	-8	1	-12	0	-4	-4	-15	10
CCCCn1c(=O)c(Cc2ccccc2)c(O)c2ccccc21	4	2	-3	-26	14	-1	5	-11
O=C(COc1ccc(-n2ccnc2)cc1)Nc1cccc(F)c1	-6	-4	-6	-28	0	-2	13	-1
COc1ccccc1NC(=S)NNC(=O)c1ccccc1Br	22	10	2	6	-18	-7	-11	22
Cc1ccc(C(c2nnnn2CCc2ccccc2)N2CCSCC2)cc1 (centres undefined)	13	19	5	-6	-8	-5	1	11
C=CCOC(=O)C1=C(C)OC(N)=C(C#N)C1c1ccc(F)cc1 (centres undefined)	7	0	4	9	-8	1	6	-8
CCNC(=O)c1ccccc1SCC(=O)Nc1ccc(F)cc1	-12	4	-2	-18	3	-2	-2	7
CC(=O)Nc1ccc(NC(=O)CCOc2cc(C)ccc2C)cc1	-3	1	-7	-4	28	-2	5	-8
CCn1c(=O)n(CC(=O)Nc2ccc(F)cc2)c(=O)c2ccccc21	-3	-3	-5	3	0	-1	-9	12
CCCCn1c(N)c(N(CC(C)C)C(=O)CN(C)S(=O)(=O)c2ccc(C)cc2)c(=O)[nH]c1=O	-17	-7	-1	-30	-1	-1	-2	8
CC(C)(C)c1ccc(OCC(=O)N/N=C/C2CC=CCC2)cc1 (centres undefined)	2	-3	7	6	5	-4	-22	6
Cc1ccc(S(=O)(=O)N(C)CCN(C)S(=O)(=O)c2ccc(C)cc2)cc1	-4	12	1	x	-6	x	x	28
O=C(O)CCC(=O)N1CCC[C@H]1C(=O)O	-4	-4	-5	-2	-5	-2	3	-6
Cn1[nH]c(C(F)(F)F)c(C=Nc2ccc(Cl)cc2)c1=O	18	8	2	-1	-1	-3	-5	9
COc1cc(OC)c(OC)cc1CN1CCCC(C(=O)c2sccc2C)C1 (centres undefined)	5	-2	-2	7	5	-2	0	24
C=CCN1C(=O)c2ccc(C(=O)N(CC)CC(=O)Nc3cc(Cl)ccc3C)cc2C1=O	7	-9	4	-32	-1	3	-10	3
Cc1ccc(NC(=O)NCc2cccn2C)cc1C	-6	10	3	8	-17	-5	3	7

Bioassay records: PubChem BioAssay, Sanford-Burnham Center for Chemical Genomics

Random draw from the library; any-hit rate near 3%.
